Source: PubChem BioAssay
TCR activator: activates T cell receptor signaling. primary human leukocytes, anti-CD3, IL-2 HTRF, 48 h. 330,000 tested, under 10 active. Potency, µM (highest dose often 9.22 µM), for inactives: top-dose activation of IL-2 secretion, hits mostly activators. AID 504894; further: % of control where 0% means no effect
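Primary human leukocytes were stimulated with a-CD3 beads plus compounds for 48 hr without co-stimulation; secreted IL-2 was quantified by HTRF using a-IL-2-K (europium cryptate) and a-IL-2-d2, excited at 320nm with acceptor emission read at 665nm.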
PTAP TSG101 blk: blocks PTAP/TSG101 interaction to inhibit HIV-1 budding | Fluorescence polarization, FITC-PTAP peptide / Tsg101 binding | 340,000 tested, under 10 active | Q99816 | Potency, µM (top dose mostly 115 µM), inactives show at the highest dose activity change, negative = inhibition, usual class: inhibitors; active means well fitted inhibition curve with a large enough effect in the main read-out, with a control signal flat, not every such curve was filed as active; inconclusive means small, poorly fitted or top-dose-only effect, or effect the other way, or a change in a side signal; inactive means no such curve, though single readings can be large or run the other way; further: potency means the concentration at half of the fitted maximal effect; % of control where 0% means no effect
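Steps: Tsg101 binding domain dispensed (10 uM final), compounds pinned in DMSO, FITC-labeled PTAP-motif peptide added (50 nM final); after 20 min binding at room temperature, polarization measured.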
BRCA1 expr act: BRCA1 expression activation | AID 624202 | 1.1% of 380,000 active | MCF7-BRCA1-FFLuc reporter, luminescence, 48 h; response scale: scaled: vehicle 0%, 10 µM genistein 100% | Potency, µM (highest dose often 46.1 µM), for inactives: top-dose activation, actives largely listed as activators; further: potency means the concentration at half of the fitted maximal effect; nearly all actives have a fitted effect of over 80% in size; some results filed as inactive show a strong effect at the top dose
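Using MCF7 cells harboring a BRCA1 firefly luciferase reporter, plated 2 h before compound pinning, the screen measured luminescence after 48 h incubation. Responses were normalized to DMSO and 10 microM genistein, then fitted for concentration-effect.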
B2AR arrestin: beta2AR (human) beta-arrestin recruitment activity. beta-arrestin recruitment to beta2AR, cell-based reporter. Potency, µM (doses to about 46.1 µM), for inactives: at the top dose activation, usual class: activators. 0.02% of 330,000 active. AID 492947;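 further: potency means the concentration at half of the fitted maximal effect; 0% = DMSO controls and full agonism = EC100 isoproterenol or metaproterenol; nearly all actives have a fitted effect of over 65% in size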
a7 integrin act: activates integrin-mediated alleviation for muscular dystrophy; alpha7betagal myoblasts, beta-gal FDG fluorescence, 48 h; Potency, µM (titrated, usually from 38.3 µM), for inactives: top-dose activation, most hits filed as activators; 0.064% of 350,000 active;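 further: potency means the concentration at half of the fitted maximal effect; 100% = response of the positive control SU9516; nearly all actives have a fitted effect of over 60% in size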
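alpha7betagal+/- myoblasts (passage 13, 250/well) treated 48 h at 37C with compounds at 1:260 dilution of DMSO stock. Lysed, then beta-galactosidase activity read as FDG fluorescence (ex 480/em 540) after 30 min, with pre-read for autofluorescence.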
TRPV1 agonist: human TRPV1 agonism. 0.19% of 320,000 active. TRPV1-expressing cells, Fluo-8 calcium influx, agonist mode. AID 540275. Q8NER1. activation, % at 8.33 µM; in the data active means activation above about 80%; inconclusive means between about 30% and that limit; further: 0% is about no effect
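TRPV1-expressing cells were cultured overnight at 35.5C and loaded with Fluo-8 calcium dye for 40 to 90 min at room temperature. After a 10 s baseline, compound was added and calcium influx was read kinetically for 3 min (ex 480/em 520 nm).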
ELG1 DNA repair: inhibitors of ELG1-dependent DNA repair in HEK293T cells; HEK293T ELG1-luciferase reporter, luminescence, 16 h; DNA damage induced by 5-fluorouridine; 2.3% of 330,000 active; Potency, µM (doses to about 46.1 µM), for inactives: at the top dose activity change, negative = inhibition, actives largely listed as inhibitors; further: potency means the concentration at half of the fitted maximal effect; on the % scale 0 is the no-effect control and ±100 the full control effect; nearly all actives have a fitted effect of over 55% in size
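Quantitative HTS, concentration-response format. 2,000 cells/well co-treated with 5-fluorouridine and compound, 16 hr in 5% CO2 at 37 °C; ONE-Glo luminescence read after 30 min.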
CXXC DNA block: MLL CXXC-DNA interaction inhibition. Q03164. MLL-CXXC / FITC-HOXA9 DNA fluorescence polarization. Potency, µM (series often up to 115 µM), inactives show at the highest dose activity change, negative = inhibition, hits mostly inhibitors. 0.037% of 290,000 active; active means well fitted inhibition curve with a large enough effect in the polarisation, with a control signal flat, not every such curve was filed as active; inconclusive means small, poorly fitted or top-dose-only effect, or effect the other way, or a change in a side signal; inactive means no such curve, though single readings can be large or run the other way; the % refers to the polarisation; further: potency means the concentration at half of the fitted maximal effect
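Purified MLL-CXXC (added from a 7 uM solution) was preincubated 5 min at ambient with pinned compounds in 50 mM Tris-HCl pH 7.5, 50 mM NaCl, 1 mM DTT, 0.05% BSA. Fluorescein-labeled HOX-A9 DNA (50 nM solution) followed, 30 min, then polarization read.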
AT treatment: potential ataxia-telangiectasia treatments restoring KAP-1 phosphorylation; […] A-T fibroblasts, KAP-1 phosphorylation AlphaLISA; neocarzinostatin DNA damage 30 min before lysis; Potency, µM (highest dose often 57.5 µM), for inactives: at the top dose activation, hits mostly activators; 0.19% of 320,000 active; AID 485349; further: potency means the concentration at half of the fitted maximal effect; % of control where 0% means no effect; nearly all actives have a fitted effect of over 45% in size
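hTERT-immortalized A-T patient fibroblasts ([…]), 500 cells/well in OPTI-MEM, 1% FBS, got compounds for 60 min, then NCS for 30 min at 37C. Lysates were then assayed for phospho-KAP-1 by AlphaLISA (anti-pKAP1 donor, anti-KAP1 acceptor beads), 6 hr at 25C.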
p53 reactivator: mutant p53 re-activation in reporter cells; H1299 p53-A138V BP100-luciferase reporter, luminescence, 24 h; Potency, µM (highest dose often 92.2 µM), for inactives: at the top dose activity change, positive = activation, usual class: activators; 0.063% of 320,000 active; AID 504706; further: potency means the concentration at half of the fitted maximal effect; % of control where 0% means no effect; nearly all actives have a fitted effect of over 45% in size
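H1299 (p53-null), stable ts p53-A138V + BP100-Luc; 1000 cells/well, Opti-MEM/10% FBS; cpd 4 pt, 1:5; 24 h, 37 deg C, 5% CO2; detection reagent 10 min RT; luminescence.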
* hit, by the source's call; ? = inconclusive; / = not tested or not shown; [ ] = dose if it differs, or a comment. Unless noted, the call rests on the fitted dose curve; in most records, active means well fitted curve in the direction sought with a large enough effect; inconclusive means small, poorly fitted or top-dose-only effect, or another doubt; inactive means no such curve, though single readings can be large; an effect the other way counts as inactive or inconclusive.

compound	TCR activator	PTAP TSG101 blk	BRCA1 expr act	B2AR arrestin	a7 integrin act	TRPV1 agonist	ELG1 DNA repair	CXXC DNA block	AT treatment	p53 reactivator
CCCOC(=O)C[N+](C)(C)CCOC1CC2CCC1(C)C2(C)C (configuration not stated)	10%	-10%	4%	0.0%	-10%	0	?	-5%	-19%	-1%
O=C(NN1C(=O)C2C3c4ccccc4C(c4ccccc43)C2C1=O)c1ccccc1 (configuration not stated)	-9%[46.1 µM]	-3%	-9%	0.1%	-31%	8	-16%	2%	/	13%
CCCCCCn1c2c(c(=N)c3c1CCC3)CCC2	5%	-10%	?	0.1%	?	17	?	-2%	18%	-14%
Cc1ccc(C(=O)Nc2nc(C)c(C)s2)o1	-1%	0%	?	0.0%	13%	1	?	-2%	-6%	?
CN(C)C(CNC(=O)C1CCCN1C(=O)c1cccs1)c1ccccc1 (configuration not stated)	-7%	-3%	-8%	-0.2%	-12%	/	?	/	7%	-1%
Cc1ccc(Cl)cc1NC(=O)C1CC(=O)Nc2ncnn21 (configuration not stated)	4%	-4%	-4%	-0.7%	7%	0	5%	0%	3%	0%
N#Cc1cc(-c2ccccc2)nnc1Sc1ccccc1	-1%	-3%	2%	-0.1%	9%	2	?	0%	12%	5%
CCOc1ccccc1-n1nnnc1SC(C)C(=O)OC (configuration not stated)	3%	-2%	-9%	0.3%	6%	5	8%	-2%	2%	3%
CCOC(=O)Cc1csc(N/C(=N/S(=O)(=O)c2ccc(F)cc2F)c2ccccc2)n1	4%[46.1 µM]	2%	-21%	0.3%	23%	1	4%	2%	0%	-7%
O=C(CN(C(=O)c1csnn1)c1cccc(C(F)(F)F)c1)NCc1ccc(F)cc1	-6%	-3%	-9%	0.0%	1%	2	-8%	5%	7%	-4%
N#Cc1ccc(OCC(=O)OCC(=O)Nc2ccc(N3CCOCC3)cc2)cc1	-1%	-1%	-6%	-0.1%	1%	0	18%	/	3%	2%
Cc1ccc(CCNC(=O)C2CCCN(S(=O)(=O)N3CC(C)CC(C)C3)C2)cc1 (configuration not stated)	0%	-2%	-29%	0.4%	0%	?	-2%	5%	7%	-10%
Cc1ccc(CSCCNC(=O)CN2C(=O)c3ccccc3S2(=O)=O)cc1	-1%[46.1 µM]	-5%	9%	0.1%	18%	3	2%	4%	-8%	2%
Cc1ccccc1Oc1ccccc1N	-2%	-5%	-3%	-0.3%	10%	0	-2%	11%	1%	3%
CCOC(=O)C1CCN(S(=O)(=O)c2ccc(CN3C(=O)c4cccnc4C3=O)cc2)CC1	3%	-12%	4%	-0.3%	8%	2	28%	5%	13%	3%
C[C@@H](C(=O)N[C@@H](Cc1c[nH]c2ccccc12)C(=O)O)n1nnc2ccccc2c1=O	-9%	-4%	1%	-0.1%	-3%	3	-10%	-5%	-1%	-1%
CCN(CC)CC(=O)Nc1ccccc1SCC(=O)Nc1ccsc1C(=O)OC	-6%	-3%	-28%	0.1%	0%	-3	?	18%	5%	-4%
Cc1cccc(NC(=O)c2ccc(COc3ccc4ccccc4c3)o2)n1	-4%	-3%	?	-0.5%	-3%	3	-7%	8%	5%	?
Cc1ccc(OCCC(=O)Nc2ccccc2C(=O)NC2CC2)cc1	5%	-6%	-6%	0.1%	30%	-1	7%	13%	-1%	-4%
O=C(CCc1ccccc1)Nc1nnc(-c2ccc3c(c2)CCCC3)o1	7%	1%	?	-0.8%	-9%	1	?	0%	1%	7%
CC(CN1CCOCC1)c1ccccc1 (configuration not stated)	/	-4%	0%	0.1%	12%	5	18%	-6%	-1%	-4%
CCN(CC)C(=O)c1cc2cc(Br)ccc2oc1=O	/	-9%	9%	-1.6%	10%	0	6%	0%	2%	-3%
COc1ccccc1N1CCN(S(C)(=O)=O)CC1	1%	2%	1%	-0.8%	13%	3	0%	6%	2%	-2%
COC(=O)c1c(NC(=O)c2ccc(Br)s2)sc2c1CCC2	-11%	0%	-58%	0.1%	2%	6	3%	10%	3%	0%
Cc1cccc(NC(=O)C2CCCN2/C=C/C(=O)C(F)(F)F)c1C (configuration not stated)	-4%[46.1 µM]	-2%	9%	0.0%	23%	-2	1%	1%	8%	-1%
CC1=C(c2ccc(Cl)cc2)[N+](=O)C(C)(C)N1[O-]	1%	0%	7%	-0.9%	20%	-3	10%	14%	0%	-4%
CC(C)=C1SC(N2CCN(c3ccc(C)c(Cl)c3)CC2)=NC1=O	2%	-2%	-11%	-0.3%	-12%	0	-2%	3%	-14%	4%
CC1(C)C(=O)Nc2ccccc2N1C(=O)COC(=O)C12CC3CC(CC(O)(C3)C1)C2	-2%	-3%	0%	-0.3%	-17%	-2	30%	-19%	0%	-14%
Fc1ccc2cnc(-c3ccccc3)cc2c1	6%	0%	62%	-1.7%	-3%	/	?	/	7%	?
CCOC(=O)Oc1ccc(/C=C2\N=C(C)OC2=O)cc1	12%	2%	14%	0.1%	-12%	1	24%	?	37%	6%
Cc1ccc(C2NC(=O)c3ccccc3N2)s1 (configuration not stated)	3%	-2%	-43%	-0.4%	-17%	1	?	-4%	0%	?
O=C1CC(c2ccco2)CC2=C1C1c3ccccc3C(=O)N1c1ccccc1N2 (configuration not stated)	2%	-6%	-34%	-0.1%	20%	?	-1%	26%	-3%	11%
CC1Cc2ccccc2N1C(=O)Cn1cnc2c1c(=O)n(C)c(=O)n2C (configuration not stated)	2%	-3%	-5%	0.0%	-24%	0	-10%	7%	6%	-7%
Nc1ncnc2c1ncn2-c1ccccc1Cl	-1%	0%	-12%	/	-1%	/	/	/	/	/
Cc1ccc(CN2CC(C(=O)N(C)CC(=O)Nc3cccc(F)c3)CC2=O)cc1 (configuration not stated)	7%	-6%	-7%	-0.4%	14%	3	-1%	3%	5%	22%
CC1CCN(CCNC(=O)C2CCCN(S(=O)(=O)c3cccc4nsnc34)C2)CC1 (configuration not stated)	2%	-1%	-6%	-0.9%	-32%	1	12%	2%	-1%	-2%

Three entries from above, arranged by the value under CXXC DNA block, descending:
Compound	TCR activator	PTAP TSG101 blk	B2AR arrestin	a7 integrin act	TRPV1 agonist	CXXC DNA block	p53 reactivator
O=C1CC(c2ccco2)CC2=C1C1c3ccccc3C(=O)N1c1ccccc1N2 (configuration not stated)	2%	-6%	-0.1%	20%	?	26%	11%
CC1CCN(CCNC(=O)C2CCCN(S(=O)(=O)c3cccc4nsnc34)C2)CC1 (configuration not stated)	2%	-1%	-0.9%	-32%	1	2%	-2%
CC1(C)C(=O)Nc2ccccc2N1C(=O)COC(=O)C12CC3CC(CC(O)(C3)C1)C2	-2%	-3%	-0.3%	-17%	-2	-19%	-14%

Next part
compound	TCR activator	PTAP TSG101 blk	BRCA1 expr act	B2AR arrestin	a7 integrin act	TRPV1 agonist	ELG1 DNA repair	CXXC DNA block	AT treatment	p53 reactivator
O=C(O)CSc1nc2sc3c(c2c(=O)n1-c1ccccc1)CCC3	6%	-5%	-14%	-0.6%	9%	-5	1%	-2%	12%	1%
CC(=O)Nc1ccc2sc(NC(=O)CN3CCOCC3)nc2c1	-6%	2%	-28%	-0.8%	?	1	13%	-1%	-6%	9%
O=C1c2cccnc2C(=O)N1c1cccc([N+](=O)[O-])c1	7%	-3%	-2%	0.1%	12%	0	4%	12%	9%	1%
CC(C)N(CCc1ccncc1)C(=S)Nc1ccc(F)c(Cl)c1	3%	1%	-58%	-0.1%	13%	-1	0%	0%	0%	-1%
O=C(NCCS(=O)(=O)NC1CCCCC1)c1ccc2c(c1)OCO2	1%	-3%	9%	-0.1%	-23%	4	8%	/	-1%	3%
COc1ccccc1CNC(=O)c1ccc(CS(=O)(=O)c2ccc(C)cc2)o1	-5%	-8%	-15%	-0.2%	-18%	8	-1%	-4%	6%	-6%
Cc1[nH]c2ccccc2c1CCCO	-6%	-11%	-5%	-0.9%	?	-3	-6%	6%	1%	-11%
CCOC(=O)NC1(C(F)(F)F)N=C(c2ccccc2)NC1=O (configuration not stated)	5%	-1%	8%	-0.1%	11%	0	-1%	-5%	?	-3%
COc1cc(/C=N/NC(=O)C(=O)Nc2ccccn2)ccc1O	-7%[46.1 µM]	-1%	0%	-0.7%	0%	11	4%	-17%	5%	?
CC(C)CNS(=O)(=O)c1ccc(CCC(=O)NCCC2=CCCCC2)cc1	1%	-11%	-20%	-0.2%	10%	1	-17%	7%	1%	2%
CC(=O)C1C(c2cccc(F)c2)NC(=O)NC1(O)C(F)(F)F (configuration not stated)	-6%	0%	-18%	-0.7%	20%	-3	?	0%	4%	-3%
CC1(C(=O)NC2CCCCCCC2)CCC(=O)N1Cc1ccco1 (configuration not stated)	-3%	-8%	3%	-0.4%	4%	-1	2%	1%	2%	7%
O=C(Nc1nnc(-c2ccco2)o1)c1ccc([N+](=O)[O-])s1	12%	-5%	-68%[inhibitor]	-0.1%	-13%	-2	?	55%[activator]	-4%	5%
CCOc1ccc(/C(O)=C2/C(=O)C(=O)N(c3ccccn3)C2c2ccc(Cl)cc2)c(C)c1 (configuration not stated)	2%	-4%	50%	-0.7%	10%	2	-1%	13%	-2%	3%
